# Compound activity: PubChem, ICCB-Longwood Screening Facility, Harvard Medical School
# PV pol inh – poliovirus RdRp elongation inhibitors, primary screen, biochemical, fluorescence polarization, total intensity. AID 588519, 2011. % elongation, % (compound at 16.7 µg/mL). 150,000 tested, 0.66% active. poliovirus polymerase elongation; active compounds read low; in the data active = % elongation below about 90%; note: some results filed as inactive read as strong as hits
# Target sequence (P03300 1749-2209 limits assumed): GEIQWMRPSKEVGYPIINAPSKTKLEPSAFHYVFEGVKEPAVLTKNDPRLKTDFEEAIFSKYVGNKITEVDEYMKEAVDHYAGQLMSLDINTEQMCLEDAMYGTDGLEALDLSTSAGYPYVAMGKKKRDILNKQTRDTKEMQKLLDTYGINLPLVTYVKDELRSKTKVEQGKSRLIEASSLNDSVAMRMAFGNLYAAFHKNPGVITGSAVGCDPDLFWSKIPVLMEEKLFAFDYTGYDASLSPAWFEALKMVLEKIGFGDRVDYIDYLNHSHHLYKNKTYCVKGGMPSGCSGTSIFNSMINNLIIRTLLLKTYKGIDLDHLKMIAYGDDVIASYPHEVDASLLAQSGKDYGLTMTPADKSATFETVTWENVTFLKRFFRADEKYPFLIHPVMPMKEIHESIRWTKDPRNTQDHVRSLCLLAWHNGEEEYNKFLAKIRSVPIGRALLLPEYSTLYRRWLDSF
# PV pol inh FP z-score – further read-out of PV pol inh, marked with its call; z-score; measured here: FP z-score; hits read low
# An asterisk follows results filed as active; & = joins results of further samples. Not all compounds are listed, so the mix of outcomes need not match the whole.
(1) Cc1ccc(NC(=O)Nc2ccc(C(N)=O)cc2)cc1
(2) CC(=O)c1ccc(S(=O)(=O)N2CCC(Oc3ccc(-n4cnnn4)cc3)CC2)cc1
(3) CCOc1ccc(CNC(=O)CSc2c3c(nc4cc(Cl)ccc24)CCCC3)cc1
(4) CC(=O)N[C@@H](CSC/C=C(\C)CCC=C(C)C)C(=O)O
(5) CN(CC(=O)N1CCc2ccccc21)S(=O)(=O)c1ccc2c(c1)CCCC(=O)N2
(6) CCOCC(=O)NCc1ccc(OC)cc1
(7) CC(NC(=O)c1ccc(NC(=O)c2nsc3ccccc23)cc1)c1ccccc1 (stereo unspecified)
(8) c1cn2cc(Cc3nnc4n3CCCCC4)nc2s1

Screen / compound no. | 1 | 2 | 3 | 4 | 5 | 6 | 7 | 8
PV pol inh | 100.0 | 102.0 | 101.0 | 100.0&100.0 | 100.0 | 100.0 | 108.0 | 99.0
PV pol inh FP z-score | -0.9 | -1 | -0.5 | -0.6&-0.1 | -0.7 | -0.3 | 0.2 | -0.1

# Along the list, as entered above.
# Nos. 4–7 in PV pol inh: 100.0&100.0, 100.0, 100.0, 108.0
# Nos. 4–7 in PV pol inh FP z-score: -0.6&-0.1, -0.7, -0.3, 0.2

# Additional entries follow:
(9) CCCCNC(=O)CSc1nc2cc3c(cc2c(=O)n1CCCC(=O)NCc1ccc2c(c1)OCO2)OCO3
(10) CCOc1cc(C(=O)NCCN(C)C)cc(OCC)c1OCC
(11) O=C(NCCc1ccc(Cl)cc1)C1CCN(C(=O)NC2CCCCC2)CC1
(12) COC(=O)Cn1nnnc1-c1ccc(C)cc1
(13) COc1ccc(C(=O)NCc2nnc(SC)n2-c2ccc(OC)cc2)cc1
(14) CCCC1NC(=S)N(c2ccccc2)N1 (stereo unspecified)
(15) CCN(CC)c1ccc(NC(=O)Nc2ccc(OCc3ccccc3)cc2)cc1
(16) CN1CCN(CCCN2c3ccccc3Sc3ccc(C(F)(F)F)cc32)CC1

Screen / compound no. | 9 | 10 | 11 | 12 | 13 | 14 | 15 | 16
PV pol inh | 102.0 | 104.0 | 103.0 | 101.0 | 101.0 | 101.0 | 100.0 | 102.0&100.0&103.0&99.0
PV pol inh FP z-score | -1 | 0.4 | 0.4 | -0.5 | 0.2 | 0.5 | -0.6 | 0.3&0.2&0.8&-0.1

# One compound at a time, from the list above:
# Listed for `COC(=O)Cn1nnnc1-c1ccc(C)cc1` → PV pol inh: 101.0; PV pol inh FP z-score: -0.5
# Listed for `CN1CCN(CCCN2c3ccccc3Sc3ccc(C(F)(F)F)cc32)CC1` → PV pol inh: 102.0&100.0&103.0&99.0; PV pol inh FP z-score: 0.3&0.2&0.8&-0.1
# Listed for `CCCC1NC(=S)N(c2ccccc2)N1` (stereo unspecified) → PV pol inh: 101.0; PV pol inh FP z-score: 0.5

# The list continues.
(17) O=C(CSc1nc2ccccc2c(=O)n1-c1ccccc1F)NC1CC1
(18) CCc1cnc2c(c1SCC(=O)NCc1ccc(F)cc1)c(=O)n(C)c(=O)n2C
(19) C=CCn1c(Cl)c(/C=N/NC(N)=O)s/c1=N\S(=O)(=O)c1cccs1
(20) CC1(C)N=C(C(=O)c2ccccc2)N(O)C1(C)O (stereo unspecified)
(21) Cc1cccc(C(=O)N2CCC(C)CC2)c1
(22) COc1ccc(/C=C2\CCC(C3CCCC3)C2=O)cc1Cn1cccn1 (stereo unspecified)
(23) COc1cc2c(C(=O)NC3CCCC(C)C3C)cn(C)c(=O)c2cc1OC (stereo unspecified)
(24) O=C(CSC(=S)N1CCOCC1)c1cc(Br)cc(Br)c1O

Screen / compound no. | 17 | 18 | 19 | 20 | 21 | 22 | 23 | 24
PV pol inh | 102.0 | 101.0 | 103.0 | 103.0 | 100.0 | 101.0 | 104.0 | 105.0
PV pol inh FP z-score | 0.3 | -0.8 | 0.2 | 0.5 | -0.5 | 0.2 | 0.8 | 0.1

(25) CCC(=O)Nc1ccc(-c2nnc3c4ccccc4c(C)nn23)cc1
(26) CCCc1cc(=O)n2[nH]c(-c3ccc(I)cc3)cc2n1
(27) Cc1ccn2c(Nc3ccc4c(c3)OCCO4)c(-c3ccccc3O)nc2c1
(28) COc1ccc(-c2nn(-c3ccccc3)cc2C(=O)N(C)C)cc1
(29) COc1ccc(NC(=O)CSc2cn(Cc3ccc(Cl)cc3)c3ccccc23)cc1
(30) CCOCCCNC(=O)CN1C(=O)CCn2nc(-c3cccn3C)cc21
(31) CCCn1c2ccccc2c2nnc(SCC(=O)Nc3cccc(C(C)=O)c3)nc21
(32) CC(N)Cc1ccco1 (stereo unspecified)

Screen / compound no. | 25 | 26 | 27 | 28 | 29 | 30 | 31 | 32
PV pol inh | 107.0 | 99.0 | 105.0 | 105.0 | 102.0 | 104.0 | 110.0 | 103.0
PV pol inh FP z-score | 0.5 | -0.1 | -0.9 | 0.7 | 0.3 | -0.5 | 1.3 | 0.3

# Part of the list above in order of number of heavy atoms, smallest number first:
(17) O=C(CSc1nc2ccccc2c(=O)n1-c1ccccc1F)NC1CC1
(16) CN1CCN(CCCN2c3ccccc3Sc3ccc(C(F)(F)F)cc32)CC1
(2) CC(=O)c1ccc(S(=O)(=O)N2CCC(Oc3ccc(-n4cnnn4)cc3)CC2)cc1

Screen / compound no. | 17 | 16 | 2
PV pol inh | 102.0 | 102.0&100.0&103.0&99.0 | 102.0
PV pol inh FP z-score | 0.3 | 0.3&0.2&0.8&-0.1 | -1

# Other entries.
(33) COc1ccc(-c2cc(C(=O)N3CCCC3)c3ccccc3n2)cc1
(34) Cc1ccc(C(=O)N2CCc3cc(CNC(=O)c4ccc(Br)cc4)ccc32)cc1
(35) Cc1cccc(CNC(=O)CCCN2C(=O)COc3ccc(C)cc32)c1
(36) O=C(OCn1nnc2ccccc2c1=O)C1(c2ccc(Cl)cc2)CCCC1
(37) O=C1CC(c2cccs2)SC(N(c2ccccc2)c2ccccc2)=N1 (stereo unspecified)
(38) O=C(O)c1ccc(CS)cc1
(39) COC(=O)Cn1c(=O)c2c(nc3n2CCN3c2ccc(F)cc2)n(C)c1=O
(40) COc1ccc(Cl)cc1NC(=O)Cn1cc(S(=O)(=O)Cc2cccc(Cl)c2)c2ccccc21

Screen / compound no. | 33 | 34 | 35 | 36 | 37 | 38 | 39 | 40
PV pol inh | 101.0 | 109.0 | 105.0 | 104.0 | 104.0 | 101.0 | 106.0 | 113.0
PV pol inh FP z-score | -0.8 | 0.4 | -0.6 | 0.9 | 0.5 | -0.1 | 0 | 1.6

(41) COC(=O)CC1C(=O)NCCN1C(=O)c1ccc2c(c1)S(=O)(=O)c1ccccc1C2=O (stereo unspecified)
(42) CC(C)(C)NC(=O)NC(=O)CN1CCN(S(=O)(=O)/C=C/c2ccccc2)CC1
(43) Cc1cccc(-c2noc(CSc3ccccc3)n2)c1
(44) COc1ccc(S(=O)(=O)N2CCC(O)(c3cccnc3)CC2)cc1OC
(45) O=C(Nc1cc(-c2nc3ccccc3s2)ccc1Cl)c1cc2ccccc2o1
(46) COc1ccc(NC(=O)c2oc3ccc4c(c3c2C)C(=O)CC(C)(C)O4)cc1OC
(47) C/C(=C\C(=O)c1ccc(Cl)cc1)Nc1ccncc1
(48) CCOC(=O)c1cnc(SCC(=O)Nc2ccc(C)cc2Cl)nc1N

Screen / compound no. | 41 | 42 | 43 | 44 | 45 | 46 | 47 | 48
PV pol inh | 102.0 | 105.0 | 99.0 | 101.0 | 110.0 | 115.0 | 101.0 | 104.0
PV pol inh FP z-score | -0.3 | 0.3 | -0.2 | 0 | 0.6 | 1.5 | 0.4 | 0.5

(49) Cc1ccc(C(=O)NCC(c2ccc(Cl)cc2)N2CCCCC2)cc1 (stereo unspecified)
(50) O=C(COc1ccccc1O)NCCN1CCOCC1
(51) CN(C)C(=Nc1ccc(I)cc1)P(=O)(N(C)C)N(C)C
(52) Cc1ccc(NC(=O)c2cnc(N3CCCCC3)c3ccccc23)cc1Cl
(53) Cc1ccc(CN2CCC(CNC(=O)Cn3c(=O)oc4ccccc43)CC2)cc1
(54) Cc1c(P(=S)(N2CCOCC2)N2CCOCC2)cc(C#N)n1C
(55) CC(C)C(=O)Nc1cccc(NC(=S)NC(=O)/C=C/c2ccco2)c1
(56) O=c1cnnc(NCCN2CCOCC2)[nH]1

Screen / compound no. | 49 | 50 | 51 | 52 | 53 | 54 | 55 | 56
PV pol inh | 105.0 | 101.0 | 100.0 | 104.0 | 98.0 | 80.0* | 103.0 | 100.0
PV pol inh FP z-score | 0.1 | 0.1 | -0.2 | -0.8 | -2.3 | -3.3* | 1 | -0.6

(57) Cc1ccc(CNC(=O)CSc2ncc(S(=O)(=O)c3ccc(Br)cc3)c(=O)[nH]2)cc1
(58) CN(C)S(=O)(=O)c1ccc(C(=O)OCc2nc(-c3ccccc3)no2)cc1
(59) CCOC(=O)c1ccc(NC(=O)Cn2c(=O)cc(C)c3c(C)nn(-c4ccc(CC)cc4)c32)cc1
(60) Cc1nn(C)c2sc(C(=O)NN)cc12
(61) OC1C2CCCC1C(N1CCCCC1)CC2 (stereo unspecified)
(62) CCOc1ccccc1CNC(=O)C1CCN(c2nnc(-n3c(C)ccc3C)s2)CC1
(63) COc1ccc(-n2cc(C(=O)NCC3Cc4ccccc4O3)nn2)cc1 (stereo unspecified)
(64) Cc1cccn2cc(CNC(=O)CC(C)(C)C)nc12

Screen / compound no. | 57 | 58 | 59 | 60 | 61 | 62 | 63 | 64
PV pol inh | 106.0 | 107.0 | 103.0 | 100.0 | 99.0 | 109.0 | 100.0 | 102.0
PV pol inh FP z-score | 0 | 0.3 | -0.2 | -0.3 | -0.6 | 0.7 | -0.7 | 0.1

(65) COc1ccc(C(=O)NCc2ccc3c(c2)CCN3C(=O)c2ccccc2)cc1
(66) CCn1c(C)c(C2=CCN(S(=O)(=O)c3cccc4nsnc34)CC2)c2ccccc21
(67) CCOC(=O)c1c(C)[nH]c(C(=O)C(C)Sc2nncn2C(C)C)c1C (stereo unspecified)
(68) CCOc1ccc(N2CC(C(=O)NCc3nnnn3-c3ccc(C)c(C)c3)CC2=O)cc1 (stereo unspecified)

Screen / compound no. | 65 | 66 | 67 | 68
PV pol inh | 111.0 | 101.0 | 105.0 | 106.0
PV pol inh FP z-score | 1.1 | 0.3 | 0.3 | -0.6

# Structural class: those above containing a thiophene ring, fused or not.
(19) C=CCn1c(Cl)c(/C=N/NC(N)=O)s/c1=N\S(=O)(=O)c1cccs1
(37) O=C1CC(c2cccs2)SC(N(c2ccccc2)c2ccccc2)=N1 (stereo unspecified)
(60) Cc1nn(C)c2sc(C(=O)NN)cc12

Screen / compound no. | 19 | 37 | 60
PV pol inh | 103.0 | 104.0 | 100.0
PV pol inh FP z-score | 0.2 | 0.5 | -0.3
